Screening results: PubChem, several laboratories
Rac1 act GTP bind = modulators of GTP binding to human Rac1 activated mutant | P63000 | GST-Rac1 activated beads, fluorescent GTP binding, flow cytometry; actives lie on both sides; 100% means binding = to untreated wells | percent activity (GTP binding), % at 10 µM | 0.11% of 190,000 active;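 active means GTP binding at least 20 percentage points away from the 100% baseline, in either direction, so actives lie on both sides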
Rac1 wt modul = alters GTP binding to wildtype human Rac1; GST-Rac1 beads, fluorescent GTP binding, flow cytometry; actives lie on both sides; 0 = cold GTP competed, 100 = untreated; GTP binding activity (% of control), % at 10 µM; 0.27% of 190,000 active;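 active means GTP binding activity at least 20 points away from the 100% control level, either lower or higher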
Mcl1-Noxa inh = disrupts binding of human Mcl-1 to Noxa peptide | AID 1022 | inhibition, % at 21.7 µM | Q07820 | 1.5% of 220,000 active | TR-FRET Mcl-1/Noxa peptide binding, 2 h;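 active means compounds that cut the protein-peptide binding signal by more than 50% relative to plate controls in a single-dose test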;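 further: His-tagged Mcl-1 with rhodamine Noxa BH3 peptide and terbium anti-His antibody; 0% = Mcl-1 plus Noxa peptide wells and 100% = peptide-only wells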
Target sequence (Q07820 whole entry, looked up): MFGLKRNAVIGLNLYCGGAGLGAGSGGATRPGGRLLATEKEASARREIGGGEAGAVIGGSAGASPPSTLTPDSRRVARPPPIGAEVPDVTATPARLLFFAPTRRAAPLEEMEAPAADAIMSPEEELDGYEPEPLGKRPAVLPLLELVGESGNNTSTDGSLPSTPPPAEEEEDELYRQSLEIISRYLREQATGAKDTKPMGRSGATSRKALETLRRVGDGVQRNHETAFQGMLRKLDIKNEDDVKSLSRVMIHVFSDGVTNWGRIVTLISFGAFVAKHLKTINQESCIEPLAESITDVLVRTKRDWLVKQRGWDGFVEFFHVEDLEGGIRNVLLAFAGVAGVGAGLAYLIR
Cdc42 wt = human Cdc42 wildtype GTP binding change, either direction; P60953; GST-Cdc42 beads, Bodipy-GTP binding, flow cytometry; actives lie on both sides; 0.2% of 190,000 active; percent activity (GTP binding), % at 10 µM;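 active means percent activity GTP binding at least 20 points away from the 100% baseline, either down as inhibitor or up as activator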;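 further: median bead fluorescence of bound Bodipy-FL-GTP at 100 nM; 0% = excess unlabeled GTP control and 100% = no compound control; below 100% means less GTP binding so inhibitor and above means activator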
Target sequence (P60953 whole entry, looked up): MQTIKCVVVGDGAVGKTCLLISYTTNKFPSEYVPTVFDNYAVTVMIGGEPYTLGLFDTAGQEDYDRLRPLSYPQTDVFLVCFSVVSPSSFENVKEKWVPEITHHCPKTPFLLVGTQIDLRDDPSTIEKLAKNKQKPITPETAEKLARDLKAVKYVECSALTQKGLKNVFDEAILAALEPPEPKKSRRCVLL
HRas wt GTP bind = modulators of GTP binding to human HRas wildtype. GTP binding activity, % at 10 µM. GST-Ras wt beads, Bodipy-FL-GTP binding, flow cytometry; actives lie on both sides. P01112. AID 759. 0.14% of 190,000 active;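 active means GTP binding activity at least 20% away from the 100% baseline, either lowered as inhibitor or raised as activator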;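 further: 0% = unlabeled GTP competition control and 100% = no-compound control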
Target sequence (P01112 whole entry, looked up): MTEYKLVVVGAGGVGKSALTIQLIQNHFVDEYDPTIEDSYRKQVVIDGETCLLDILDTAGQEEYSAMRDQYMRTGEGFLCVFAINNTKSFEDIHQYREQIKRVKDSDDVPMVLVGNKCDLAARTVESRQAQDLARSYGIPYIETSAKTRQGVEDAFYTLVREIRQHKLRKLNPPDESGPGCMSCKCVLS
Rab2 wt GTP = changes GTP binding to wildtype dog Rab2A, up or down | GST-Rab2 wt beads, Bodipy-GTP binding, flow cytometry | GTP binding activity, % at 10 µM | 0.19% of 190,000 active | AID 760;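 active means GTP binding activity at least 20 points away from 100%, either lowered or raised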;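 further: 0% = beads with excess unlabeled GTP and 100% = no-compound control corrected for plate trend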
Pf gamet viab = P. falciparum stage V gametocyte viability inhibition. P. falciparum stage V gametocytes, ATP luminescence, 24 h. inhibition, % at 10.9 µM. 0.065% of 150,000 active. AID 743093;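 active means inhibition above the mean plus 3 SD of compounds within the control limits, set per campaign, cut at about 38% in these data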;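 further: 0% = DMSO wells and 100% = medium only without gametocytes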
Rab7 wt modul = alters GTP binding to wildtype dog Rab7. 0.055% of 190,000 active. AID 758. GTP binding activity (percent of control), % at 10 µM. GST-Rab7 beads, fluorescent GTP binding, flow cytometry; actives lie on both sides; untreated = 100%, excess cold GTP = 0%;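 active means fluorescent GTP binding to Rab7 beads changed by at least 20 points from the 100% baseline, either direction, mostly lower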;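 further: median green fluorescence of bound Bodipy-FL-GTP per Rab7 bead population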
Avidin fluor = avidin bead compound fluorescence profile; Avidin beads, compound fluorescence 488/530 nm, flow cytometry; stronger effect = higher value; fluorescence (KMESF) at 10 µM; 0.38% of 220,000 active; AID 1775; in the data active means fluorescence above about 47; further: inactives centre near 10
GSH fluor = compound fluoresces at 488/530 nm on GSH beads; GSH beads flow cytometry, compound fluorescence 488/530 nm; stronger effect = higher value; fluorescence (KMESF) at 10 µM; 0.25% of 190,000 active; AID 1776; in the data active means fluorescence above about 89;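 further: glutathione beads carrying GST-tagged Bcl family fusion proteins plus one bare bead set; values are compound well signal with DMSO vehicle wells as background; inactives centre near 16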
Mcl1-Bid inh = Mcl-1/Bid interaction inhibition; Q07820; TR-FRET Mcl-1/Bid-Dy647 peptide binding, 1536-well; inhibition, % at 21.7 µM; 0.97% of 220,000 active; AID 1021;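 active means compounds that cut the binding signal by more than half at the single screening dose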;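 further: His-tagged Mcl-1 with europium anti-His antibody binding Bid BH3 peptide; 0% = Mcl-1 plus peptide wells and 100% = peptide-only wells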
Starred values were filed as active, the others as inactive; · = not tested or not shown.

item	Structure	Rac1 wt modul	Cdc42 wt	GSH fluor	Rab2 wt GTP	Rac1 act GTP bind	Mcl1-Noxa inh	HRas wt GTP bind	Mcl1-Bid inh	Pf gamet viab	Avidin fluor	Rab7 wt modul
1	COc1ncnc(OC)c1NC(=O)c1ccc(F)cc1	97	102	22	102	103	3	102	-16	3	12	96
2	COc1ccccc1NC(=O)N(c1c(N)n(Cc2ccccc2)c(=O)[nH]c1=O)C1CCCC1	96	98	37	95	95	12	96	-11	7	7	94
3	Cn1c(=O)c2cc(S(=O)(=O)N3CCN(c4cccc(C(F)(F)F)c4)CC3)ccc2n(C)c1=O	101	100	22	97	99	-18	100	4	·	31	98
4	CCOC(=O)c1ccc2c(c1)N(CC#N)C(=O)C(C)(C)O2	100	104	12	97	94	5	97	-25	12	7	98
5	O=C(CSc1nnc(COc2ccc(Br)cc2)o1)N1CCOCC1	95	97	14	94	97	9	94	-15	-7	12	98
6	CCOC(=O)c1ccccc1NC(=O)c1ccccc1SC	102	97	30	99	99	4	98	-29	·	11	97
7	Cc1cc(C)c(C)c(S(=O)(=O)Nc2ccccc2C(=O)O)c1C	94	93	16	93	91	18	95	-5	-45	12	95
8	C=CCN1C(=O)C(Cc2ccc(OCC)cc2)S/C1=N\N=C\c1cccs1 (stereo not given)	99	95	12	97	95	7	97	-1	9	5	101
9	CC1CCCN(c2nc3ccsc3c(=O)s2)C1 (stereo not given)	96	95	35	96	95	5	96	-7	-11	8	98
10	CC1CCCN(C(=O)COC(=O)c2n[nH]c3ccccc23)C1 (stereo not given)	99	101	15	98	99	-9	99	-14	-5	22	97
11	OCCC1CN(Cc2cccn2-c2ccccn2)CCN1Cc1ccccc1 (stereo not given)	98	100	10	99	95	2	99	-19	-5	3	107
12	O=C(Nc1ccc(N2CCN(c3ccccc3)CC2)c(F)c1)C1CC1	103	100	20	100	98	13	101	-17	11	10	95
13	Cc1csc(NC(=O)c2nc3nccc(C)n3n2)n1	97	95	13	101	100	2	96	-23	-11	15	101
14	Cc1c(NC(=O)C(C)OC(=O)c2cc(Cl)nc(Cl)c2)c(=O)n(-c2ccccc2)n1C (stereo not given)	102	99	10	99	97	7	98	-2	7	6	98
15	COc1cc(OC)cc(C(=O)Nc2ccc(S(=O)(=O)N(C)C)cc2)c1	97	97	7	97	97	10	99	-20	·	17	98
16	CC1CN(S(=O)(=O)c2ccc(C(=O)NCCCn3ccnc3)cc2)CC(C)O1 (stereo not given)	101	98	13	101	94	14	99	-32	·	7	97
17	CCOC(=O)c1c(C)n(C)c2cc(-c3ccc(F)cc3)c(O)cc12	100	97	12	100	99	7	99	-10	8	11	100
18	FCCCOc1ccc(CN2CCN(c3ccccc3F)CC2)cc1	101	97	11	93	91	19	97	-22	-14	6	97
19	Cc1ccc2oc(=O)n(CCCOc3ccccc3C)c2c1	103	95	25	96	99	-21	99	-15	2	9	97
20	Clc1cccc(CON/C=N/c2ncnc3sccc23)c1	98	98	24	99	97	5	101	2	·	12	102
21	Cc1ccc(NC(=O)CCn2cnc3ccccc3c2=O)cc1	97	99	27	99	95	0	97	6	-10	10	102
22	CCOC(=O)c1[nH]c2ccc(OC)cc2c1NC(=O)CCN1CCSCC1	107	101	23	101	99	4	100	0	13	5	99
23	CC(C)(C)n1nnnc1C(c1cccnc1)N(Cc1ccccc1)Cc1ccco1 (stereo not given)	104	102	10	100	99	-6	102	-6	·	24	103
24	O=C(/C=C/c1ccc(Cl)cc1)NCc1ccncc1	104	99	10	100	100	14	98	-9	0	6	103
25	Cc1cccc(C)c1OCC(=O)Nc1ccccc1C(F)(F)F	99	98	15	94	92	8	94	-28	-16	10	94
26	O=C(Nc1ccn(Cc2c(F)c(F)c(F)c(F)c2F)n1)c1ccc(COc2ccccc2Cl)cc1	105	101	24	100	99	-4	99	-9	-5	28	99
27	Cc1ccc(S(=O)(=O)N2CCC(C(=O)NCc3cccnc3)CC2)cc1	103	103	20	102	99	-3	103	2	-50	13	98
28	CCC(C)NC(=O)C1CCN(C(=O)c2ccccc2)CC1 (stereo not given)	99	99	23	98	96	4	97	-13	-34	20	96
29	CC(C)NC(=O)NC(=O)COC(=O)c1ccc(NC(=O)CC#N)cc1	102	103	13	102	99	16	103	10	·	8	103
30	O=C(O)CCC(=O)Nc1cccc2cccnc12	97	96	23	99	98	18	99	-19	-7	19	102

Only Cdc42 wt and GSH fluor, for three of the compounds above:
nr | Compound | Cdc42 wt | GSH fluor
25 | Cc1cccc(C)c1OCC(=O)Nc1ccccc1C(F)(F)F | 98 | 15
24 | O=C(/C=C/c1ccc(Cl)cc1)NCc1ccncc1 | 99 | 10
4 | CCOC(=O)c1ccc2c(c1)N(CC#N)C(=O)C(C)(C)O2 | 104 | 12

(further entries)
item	Structure	Rac1 wt modul	Cdc42 wt	GSH fluor	Rab2 wt GTP	Rac1 act GTP bind	Mcl1-Noxa inh	HRas wt GTP bind	Mcl1-Bid inh	Pf gamet viab	Avidin fluor	Rab7 wt modul
31	O=C(CCSCc1ccccc1F)N1CCN(c2ccccn2)CC1	99	99	34	99	98	·	98	·	·	8	99
32	O=C(NCc1ccc2c(c1)OCO2)c1ccc(NS(=O)(=O)c2ccc3c(c2)OCCO3)cc1	108	103	21	100	99	5	102	2	1	42	101
33	COc1ccc(CC(=O)Nc2c3c(nn2C(C)(C)C)CS(=O)C3)cc1 (stereo not given)	99	97	14	98	97	12	98	-19	·	7	100
34	COC(=O)c1ccccc1N/C=C/C(=O)c1ccc(Br)cc1	99	99	9	94	96	22	97	-59	7	15	98
35	CC(C)(Oc1ccc(Cl)cc1)C(=O)OCC(=O)Nc1ncc(Cl)cc1Cl	103	107	16	104	102	10	105	7	6	11	101
36	CCC(C)C(NC(=O)C1CCC(C)CC1)C(=O)Nc1ccc(OC)cc1OC (stereo not given)	96	91	9	102	94	12	99	-10	10	4	109
37	C/C(CCc1ccc2c(c1)OCO2)=N\NC(=S)NC(C)C	98	99	12	99	95	14	97	-28	-11	7	95
38	CSc1ccccc1C(=O)N1CCN(c2cccc(Cl)c2)CC1	97	96	15	97	97	14	97	-14	-6	10	95
39	COc1ccc(C2C(C#N)=C(N)Oc3cc4c(cc32)OCO4)cc1 (stereo not given)	102	98	5	98	97	9	99	-28	·	10	99
40	Cn1c(/N=C/c2c[nH]c3ccccc23)nc2ccccc21	105	101	37	101	98	7	102	15	-4	14	100
41	NC(=S)N/N=C/c1cc([N+](=O)[O-])ccc1Cl	93	96	10	93	95	19	94	-45	-8	24	100
42	O=C(CCc1nnc(C2(c3ccc(Cl)cc3)CCC2)o1)NCCCn1cccn1	98	96	54	99	95	1	96	-7	-1	10	99
43	N#CCCN1CCN(C(=S)c2ccc(-c3ccc(Cl)c(Cl)c3)o2)CC1	110	102	16	103	101	15	103	-2	·	8	100
44	Cc1ccc(S(=O)(=O)Nc2cccc(-c3ccc4nnc(C)n4n3)c2)s1	88	87	9	92	91	12	90	-17	2	8	100
45	O=C(COC(=O)CCC(=O)c1cccs1)Nc1ccccc1[N+](=O)[O-]	94	87	14	89	89	-4	91	-18	·	9	103
46	O=C(NC1CCCCC1)N1CCN(CCc2ccccc2)CC1	107	100	33	99	100	2	102	-15	13	13	97
47	CNC(=O)N1CCN(C(=O)NC)CC1	100	100	37	98	95	6	98	-21	-5	12	102
48	COc1cccc(NC(=O)CCCn2c(=S)[nH]c3ccccc3c2=O)c1	107	101	37	100	99	-13	102	-25	0	12	103
49	O=[N+]([O-])c1ccccc1CNC1CCCc2ccccc21 (stereo not given)	100	95	24	98	96	18	99	4	-11	9	107
50	CCc1ccc(C2NC(C(=O)O)CS2)cc1 (stereo not given)	108	105	25	101	101	-12	102	15	·	32	99
51	O=C(CN1CCOCC1)NCCC12CC3CC(CC(C3)C1)C2	103	103	15	100	100	14	101	11	-1	33	103
52	COc1ccc(N2CCN(C(=O)CN(Cc3ccccc3)S(C)(=O)=O)CC2)cc1	108	104	25	104	101	-5	102	-21	0	12	103
53	Cc1cc(NC(=O)CCC(=O)N(c2ccccc2)C(C(=O)NC2CCCC2)c2ccccc2)no1 (stereo not given)	102	97	20	97	96	-8	97	1	-19	4	99

Quoted at random: two compounds from above, in no set order.
item	Structure	Rac1 wt modul	Cdc42 wt	GSH fluor	Rab2 wt GTP	Rac1 act GTP bind	Mcl1-Noxa inh	HRas wt GTP bind	Mcl1-Bid inh	Pf gamet viab	Avidin fluor	Rab7 wt modul
53	Cc1cc(NC(=O)CCC(=O)N(c2ccccc2)C(C(=O)NC2CCCC2)c2ccccc2)no1 (stereo not given)	102	97	20	97	96	-8	97	1	-19	4	99
49	O=[N+]([O-])c1ccccc1CNC1CCCc2ccccc21 (stereo not given)	100	95	24	98	96	18	99	4	-11	9	107
